Screens as filed in PubChem.
mABHD4 FP: inhibitors of mouse ABHD4 | Q8VD66 | purified mABHD4, FP-Rh probe fluorescence polarization | inhibition, % at 8.92 µM | 0.54% of 370,000 active | AID 720543;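 active means inhibition exceeding the mean over every tested compound plus 3 SD, cut at about 30% in these data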;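 further: 0% = plate median of compound wells and 100% = S159A mutant with DMSO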
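Assay system: mABHD4 protein; medium: HEPES pH 7.0, NaCl, Pluronic buffer; dosing: 8.92 µM, single dose; schedule: 45 min + 60 min at 25 °C; signal: FP readout, ex 525 nm / em 598 nm; read-out: normalized percent inhibition of probe labeling; repeats: single replicate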
PRMT1 FP inh: PRMT1 (human) inhibition, primary screen; 1.3% of 370,000 active; inhibition, % at 2.79 µM; Q99873; recombinant PRMT1, activity-based probe fluorescence polarization;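 active means inhibition above about 21% made by adding two undisclosed values, limit read from the data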
Target sequence (Q99873 whole entry, looked up): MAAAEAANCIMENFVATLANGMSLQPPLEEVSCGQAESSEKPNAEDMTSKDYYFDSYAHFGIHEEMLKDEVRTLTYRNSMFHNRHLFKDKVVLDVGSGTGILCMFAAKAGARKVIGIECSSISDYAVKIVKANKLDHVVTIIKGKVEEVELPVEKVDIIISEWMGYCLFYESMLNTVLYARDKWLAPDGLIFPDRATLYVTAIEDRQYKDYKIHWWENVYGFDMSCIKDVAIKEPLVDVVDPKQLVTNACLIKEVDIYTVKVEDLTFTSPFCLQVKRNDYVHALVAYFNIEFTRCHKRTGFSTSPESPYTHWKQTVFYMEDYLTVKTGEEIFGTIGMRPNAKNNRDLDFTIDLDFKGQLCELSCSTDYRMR
rCAG RNA binder: molecules binding r(CAG) RNA repeats; r(CAG) RNA repeat, TO-PRO-1 dye displacement fluorescence; inhibition, % at 3 µM; 1.3% of 370,000 active; AID 651821;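 active means inhibition above the plate cutoff, the mean of all test compounds on that plate plus 3 SD, cut at about 35% in these data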;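 further: 0% = DMSO alone and 100% = 100 µM mitoxantrone as full dye displacement; higher means more dye released from RNA so lower well fluorescence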
TDP2 inh: blocks human TDP2 phosphodiesterase activity; inhibition, % at 12.8 µM; AID 720702; recombinant TDP2, T5PNP hydrolysis, p-nitrophenol absorbance 415 nm; O95551; 0.34% of 370,000 active;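 active means inhibition above the mean of all tested compounds plus 3 SD, set per campaign, cut at about 25% in these data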;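 further: 0% = DMSO with enzyme and 100% = buffer with substrate but no TDP2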
Target sequence (O95551 whole entry, looked up): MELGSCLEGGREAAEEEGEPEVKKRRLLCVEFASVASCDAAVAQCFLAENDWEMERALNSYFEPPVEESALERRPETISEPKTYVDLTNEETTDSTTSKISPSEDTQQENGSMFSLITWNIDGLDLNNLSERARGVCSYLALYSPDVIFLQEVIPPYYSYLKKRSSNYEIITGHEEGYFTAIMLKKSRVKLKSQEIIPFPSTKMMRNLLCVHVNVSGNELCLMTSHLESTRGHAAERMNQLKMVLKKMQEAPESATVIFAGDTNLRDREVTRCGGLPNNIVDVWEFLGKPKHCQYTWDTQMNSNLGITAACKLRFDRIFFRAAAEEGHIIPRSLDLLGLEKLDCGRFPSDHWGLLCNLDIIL
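System: recombinant human TDP2 / Amount: 120 nM TDP2 per well / Also added: 5 mM T5PNP chromogenic substrate / Doses: 12.8 µM single point, 1% DMSO / Incubation: 2 h at 37 °C / Detection: p-Nitrophenol epi absorbance / Evaluation: % inhibition relative to enzyme-containing and enzyme-free wells / Repeats: singlicate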
Rev-erbA mod: Rev-erb alpha (human) modulation | P20393 | Rev-erbα–FITC-DNA binding, fluorescence polarization, 90 min | activity, % at 10 µM | 0.79% of 370,000 active | AID 1259318;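 active means activity above about 14%, limit read from the data; passing the limit was not always enough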;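 further: 0% = DMSO wells with 35 nM protein and 100% = DMSO wells with 750 nM protein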
HTRA1 inhibitor: blocks human HTRA1 serine peptidase; Q92743; recombinant HTRA1, FP-rhodamine activity-based probe, fluorescence polarization; inhibition, % at 5.96 µM; 0.5% of 340,000 active; in the data active means inhibition above about 36%;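 further: 0% = enzyme with DMSO and 100% = wells lacking enzyme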
PG9 binder: small molecules binding HIV-1 gp120 antibody PG9; TR-FRET gp120-PG9 antibody binding; inhibition, % at 6.7 µM; 0.43% of 360,000 active; AID 624416; in the data active means inhibition above about 8.5%
SIAE inh: human SIAE inhibition, primary screen | 0.69% of 370,000 active | SIAE FP-Rh probe binding, fluorescence polarization | Q9HAT2 | inhibition, % at 9.66 µM;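 active means inhibition above a cutoff: mean of compounds within the control limits plus 3 SD of those, cut at about 17% in these data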;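 further: 0% = plate median of compound wells and 100% = probe without SIAE protein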
TCR-CD3 inh: blocks the human TCR-CD3 interaction | AID 651800 | inhibition, % at 9.4 µM | TAMRA-labeled TCR probe fluorescence, biochemical | 0.37% of 360,000 active; in the data active means inhibition above about 19%;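 further: recombinant mutant TCR 2C K166C tagged with TAMRA read by polarization; 0% = receptor in buffer alone and 100% = receptor with positive control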
LEDGF integ inh: blocks HIV-1 LEDGF/p75-dependent DNA integration. TR-FRET IN-LEDGF/p75 DNA integration, Eu/Cy5. inhibition, % at 3.7 µM. 0.64% of 370,000 active. AID 743269;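 active means inhibition above the screen-wide mean plus 3 SD, cut at about 13% in these data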;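 further: signal is the Cy5 over europium emission ratio at 671 and 618 nm; 0% = plate median of compound wells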
Numbers without * were called inactive; nt = not tested or not shown. These rows are one share of the data (hit frequency here may not be typical).

Short keys: A = mABHD4 FP; B = PRMT1 FP inh; C = rCAG RNA binder; D = TDP2 inh; E = Rev-erbA mod; F = HTRA1 inhibitor; G = PG9 binder; H = SIAE inh; I = TCR-CD3 inh; J = LEDGF integ inh
CN(c1ccccc1)S(=O)(=O)c1cccc(C(=O)OCC(=O)NCc2ccc3c(c2)OCO3)c1
  A = -9	B = -2	C = 1	D = -13	E = 5	F = -26	G = -2.2	H = -2	I = 1	J = 4
CCN(CC)Cc1c(O)ccc2c(=O)c(-c3ccccc3)coc12
  A = -5	B = -2	C = 5	D = -19	E = -5	F = 4	G = -0.2	H = 5	I = -11	J = -1
COc1ccc(CNC(=O)CN2C(=O)NC(c3ccccc3)(c3ccccc3)C2=O)cc1
  A = -6	B = 4	C = 1	D = 1	E = 7	F = -21	G = -0.1	H = -5	I = -2	J = 5
C=CCNC(=O)c1scc2c1CCCC2
  A = 0	B = -2	C = 0	D = -14	E = 4	F = -3	G = -0.4	H = 1	I = 0	J = -1
CCn1c(=O)n(CC(=O)Nc2ccc(F)cc2)c(=O)c2ccccc21
  A = -4	B = -1	C = 1	D = 8	E = 3	F = -9	G = -2.5	H = -1	I = -1	J = 0
CC(C)CC(c1nnnn1Cc1ccccc1)N1CCC(C(N)=O)CC1 (configuration not stated)
  A = -8	B = 2	C = -4	D = -5	E = 0	F = 0	G = -0.2	H = -8	I = -13	J = 4
COc1ccc(C(=O)NC(C)c2nnc(SCc3ccc(Cl)c(Cl)c3)n2C)cc1 (configuration not stated)
  A = 3	B = 0	C = -4	D = 0	E = 4	F = -4	G = 1.2	H = -1	I = -2	J = -2
C[N+]1(CCC(=O)c2ccccc2)CCCCC1
  A = 3	B = 6	C = -2	D = -7	E = 3	F = 0	G = 1.5	H = 4	I = -2	J = 3
COc1ccc(-c2ccc3c(c2)S(=O)(=O)c2cccc(C(=O)NCc4ccccc4Cl)c2C3=O)cc1OC
  A = 9	B = 0	C = 22	D = 1	E = -27	F = 2	G = 1.6	H = 3	I = 0	J = -1
CC(=O)c1cc(-c2ccc(Cl)c(C(F)(F)F)c2)c(=O)n2c1CCC2
  A = -3	B = 2	C = -1	D = 12	E = 0	F = nt	G = nt	H = 1	I = nt	J = 1
COc1cc(C)c(CN2CCC(Oc3ccc(C(=O)N4CCCC4)cc3)CC2)cc1C
  A = 5	B = -2	C = -11	D = -6	E = -1	F = 3	G = 1.7	H = 0	I = 7	J = 1
Cc1ccc(CNC(=O)C2(C)Oc3ccccc3NC2=O)cc1 (configuration not stated)
  A = 1	B = -2	C = 0	D = 8	E = 5	F = -1	G = -0.3	H = -1	I = 5	J = -3
COc1ccc(NC(=S)N/N=C/c2cccn2Cc2ccc(F)cc2)cc1
  A = 6	B = 4	C = 7	D = 8	E = -6	F = -1	G = -0.3	H = 19*	I = -4	J = 2
CCOc1ccc(NS(=O)(=O)c2ccc3c(c2)N(C(C)=O)CCS3)cc1
  A = 0	B = -2	C = 2	D = 8	E = -3	F = 1	G = -2.0	H = 2	I = 2	J = 0
C=CCNC(=O)c1onc(CSc2cccc(Cl)c2)c1C(=O)O
  A = -10	B = 2	C = 24	D = -8	E = -1	F = -7	G = -0.2	H = -1	I = -2	J = 1
CC(C)[C@H](N)C(=O)N1CCC(C(=O)N[C@@H](Cc2ccccc2)C(=O)NCc2ccc(F)cc2)CC1
  A = -8	B = -9	C = -2	D = -23	E = 4	F = -1	G = 1.1	H = 2	I = -4	J = -2
COc1ccc(Cc2nnc(NC(=O)c3ccc(OC(C)=O)cc3)s2)cc1OC
  A = -3	B = 1	C = -1	D = -1	E = 0	F = -2	G = -1.2	H = -6	I = -6	J = -8
CN(C)CCCOc1ccc(-c2cc3nc(NCc4cccnc4)n(C)c(=O)c3s2)cn1
  A = 2	B = 2	C = 3	D = -4	E = -4	F = nt	G = -1.0	H = -9	I = -2	J = -1
COc1cc(Oc2nc(C(F)(F)F)nc3ccccc23)ccc1C=O
  A = 0	B = -2	C = 1	D = 1	E = -1	F = -4	G = -0.6	H = -3	I = 6	J = 1
Cc1noc(NS(=O)(=O)c2ccc(NC(=O)c3ccc(Cl)c(S(=O)(=O)N(C)c4ccccc4)c3)cc2)c1C
  A = -15	B = 1	C = 91*	D = -2	E = 0	F = -11	G = 1.4	H = -1	I = 1	J = 0
Cn1c2ccccc2c2n[nH]c(=S)nc21
  A = 7	B = 12	C = -4	D = 0	E = 4	F = 1	G = -1.5	H = -3	I = 1	J = -1
O=C(C1CCCCC1)N1CCC(c2nc3ccccc3[nH]2)CC1
  A = 6	B = 5	C = -4	D = 2	E = -3	F = 3	G = 0.6	H = 0	I = 1	J = -2
CCC1=NN(C(=O)CCc2ccccc2O)C(O)(C(F)(F)F)C1 (configuration not stated)
  A = 8	B = 1	C = 3	D = 0	E = -5	F = 0	G = -2.7	H = -12	I = 1	J = -1
COc1c(OC)c(O)c2c(=O)c(O)c(-c3ccccc3)oc2c1OC
  A = 13	B = -3	C = 7	D = 0	E = -3	F = 17	G = -2.3	H = 7	I = 1	J = -3
CCc1cccc(C)c1NC(=O)CCCSc1nc2ccccc2s1
  A = -9	B = -4	C = 1	D = -14	E = 3	F = -8	G = -0.1	H = 3	I = -4	J = 4

Some entries already given, reduced to rCAG RNA binder:
canonical_smiles | rCAG RNA binder
Cc1ccc(CNC(=O)C2(C)Oc3ccccc3NC2=O)cc1 (configuration not stated) | 0
CC(C)CC(c1nnnn1Cc1ccccc1)N1CCC(C(N)=O)CC1 (configuration not stated) | -4
CCc1cccc(C)c1NC(=O)CCCSc1nc2ccccc2s1 | 1

The main list resumes with the two entries that preceded the break.
Short keys: A = mABHD4 FP; B = PRMT1 FP inh; C = rCAG RNA binder; D = TDP2 inh; E = Rev-erbA mod; F = HTRA1 inhibitor; G = PG9 binder; H = SIAE inh; I = TCR-CD3 inh; J = LEDGF integ inh
COc1c(OC)c(O)c2c(=O)c(O)c(-c3ccccc3)oc2c1OC
  A = 13	B = -3	C = 7	D = 0	E = -3	F = 17	G = -2.3	H = 7	I = 1	J = -3
CCc1cccc(C)c1NC(=O)CCCSc1nc2ccccc2s1
  A = -9	B = -4	C = 1	D = -14	E = 3	F = -8	G = -0.1	H = 3	I = -4	J = 4
O=C(Cc1ccccc1)NC(NCCCN1CCOCC1)(C(F)(F)F)C(F)(F)F
  A = 0	B = -6	C = -4	D = 2	E = 3	F = -2	G = 1.2	H = 1	I = -7	J = 0
CCS(=O)(=O)c1ccc(Sc2nncn2C)c([N+](=O)[O-])c1
  A = 0	B = 2	C = 0	D = 9	E = -2	F = 2	G = -0.5	H = -2	I = 5	J = -3
CC(C)c1ccccc1N1CC(C(=O)O)CC1=O (configuration not stated)
  A = 5	B = -2	C = 0	D = 6	E = -5	F = 3	G = -0.8	H = 6	I = 5	J = 0
NC(Cc1c[nH]c2ccccc12)C(=O)NCc1ccco1 (configuration not stated)
  A = 2	B = -1	C = 3	D = 4	E = -2	F = 2	G = -2.3	H = 11	I = 4	J = 0
O=C1CCC([N+](=O)[O-])C(c2ccc(F)c(Br)c2)N1 (configuration not stated)
  A = 2	B = 3	C = -3	D = 8	E = 1	F = 3	G = 2.1	H = 0	I = -5	J = -1
CC(OC(=O)c1cccc(S(=O)(=O)N2CCOCC2)c1)C(=O)NCC1CCCCC1 (configuration not stated)
  A = -3	B = -1	C = 0	D = 6	E = -2	F = 10	G = -0.1	H = 3	I = 5	J = 1
Cc1cc(C)c(S(=O)(=O)NCC2CCC(C(=O)NCCCN3CCOCC3)CC2)c(C)c1 (configuration not stated)
  A = -3	B = -1	C = -11	D = -2	E = 0	F = -2	G = -2.3	H = -1	I = 3	J = 5
CC(OC(=O)C1CCN(S(=O)(=O)c2ccc(F)cc2)CC1)C(=O)NC1CCCCC1C (configuration not stated)
  A = 3	B = 5	C = -7	D = 8	E = 6	F = -9	G = 1.7	H = 8	I = -3	J = -3
Cc1cc(-c2ccc(C)c(S(=O)(=O)NCCCN3CCN(c4ccccc4)CC3)c2)on1
  A = -4	B = -9	C = 2	D = -10	E = -4	F = 1	G = -1.3	H = -11	I = 1	J = 2
COc1cccc(NC(=O)CCSc2ccc(C)cc2)c1
  A = -2	B = -1	C = -8	D = 4	E = 0	F = -17	G = -1.0	H = 3	I = 1	J = 1
COc1ccc(NC(=O)c2cccc(S(=O)(=O)N3CCCCCC3)c2)cc1
  A = 1	B = 1	C = 1	D = 17	E = 1	F = -15	G = -2.8	H = -2	I = 7	J = 1
COc1ccc(Cl)cc1NC(=O)CNC(c1ccccc1)c1ccccc1
  A = -17	B = 6	C = 4	D = 3	E = 9	F = -44	G = -1.2	H = -11	I = -4	J = -2
CCCCNC(=O)C1CCN(C/C(C)=C/c2ccccc2)CC1
  A = 10	B = 2	C = -8	D = 0	E = -2	F = 3	G = 0.1	H = 1	I = -10	J = 2
COC(=O)[C@]12C[C@H](CC(=O)NCC34CC5CC(CC(C5)C3)C4)C(=O)N(Cc3ccco3)C1=C[C@H](C1CCCC1)O[C@@H]2C
  A = 3	B = -1	C = 1	D = 0	E = 2	F = nt	G = nt	H = 0	I = nt	J = 5
CCOc1ccc(/C=C\C(C)=N\O)cc1
  A = 2	B = -4	C = 0	D = -3	E = 0	F = 0	G = -1.1	H = 5	I = -3	J = 0
COc1ccccc1C(=O)Nc1nc2ccc(S(C)(=O)=O)cc2s1
  A = 6	B = 4	C = 1	D = 7	E = 49*	F = 4	G = 19*	H = -13	I = -1	J = -4
CCOC(=O)CSC(CC)C(=O)Nc1nnc(CC)s1 (configuration not stated)
  A = -3	B = 0	C = 1	D = 3	E = 8	F = -1	G = 0.8	H = -3	I = 2	J = -1
O=C(OCc1ccccc1)C1CCCN1C(=O)c1cccs1 (configuration not stated)
  A = 0	B = 1	C = 15	D = -16	E = 6	F = -2	G = 0.1	H = -1	I = 7	J = 0
NS(=O)(=O)c1cccn1-c1ncc(C(F)(F)F)cc1Cl
  A = 9	B = -2	C = 2	D = 10	E = 1	F = -1	G = 1.8	H = 0	I = 1	J = 1
COC(=O)c1sccc1NC(=S)N1CCC(C(N)=O)CC1
  A = -3	B = -6	C = 3	D = -14	E = 8	F = -2	G = -0.2	H = 8	I = 2	J = 6
CC(=O)N(Cc1ccco1)C1(C(=O)NC2CCCC2)CCCCC1
  A = 4	B = 2	C = 0	D = -6	E = 1	F = 1	G = -1.3	H = 4	I = 7	J = -1
